# VP16 counter: VP16 counterscreen qHTS for inhibitors of ROR gamma transcriptional activity; Potency, µM (series often up to 53.6 µM), inactives show at the highest dose activity, negative = inhibition, hits mostly inhibitors; AID 2546, 2010; hit rate 3.5% among 310,000; Drosophila S2 Gal4-VP16 UAS-luciferase, luminescence, 20 h;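 note: Gal4-VP16 expression switched on by copper sulfate through the metallothionein promoter; potency is the fitted concentration of half-maximal effect; % is set by controls: 0 for no effect and ±100 for the full control effect; nearly all actives have a fitted effect of over 50% in size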
# Rab9 promoter act: qHTS Assay for Rab9 Promoter Activators | Huh7 Rab9 promoter-luciferase reporter, luminescence, 24 h | Potency, µM (highest dose often 9.22 µM), without a hit: top-dose activation, negative = inhibition, hits mostly activators | hit rate 2.8% among 320,000 | AID 485297, 2010; note: potency is the fitted concentration of half-maximal effect; % of control where 0% means no effect; nearly all actives have a fitted effect of over 60% in size
#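 Promoter activation is measured as luciferase luminescence in Huh7 cells stably transfected with a Rab9 promoter–luciferase construct, following 24 h compound exposure at 37 °C and 10 min reagent incubation at ambient temperature.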
# FLuc counter: qHTS profiling assay for firefly luciferase inhibitor/activator using purifed enzyme and Km concentrations of substrates (counterscreen for miR-21 project); AID 588342, 2011; Potency, µM (titrated, usually from 57.5 µM), for the others: at the highest dose activity change, negative = inhibition, actives largely listed as inhibitors; purified FLuc, Km substrates, luminescence inhibition; hit rate 6.9% among 360,000; Luciferin 4-monooxygenase (Photinus pyralis), P08659;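 note: potency is the fitted concentration of half-maximal effect; plate controls were vehicle for no effect and reference inhibitor for full effect; nearly all actives have a fitted effect of over 55% in size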
# Target sequence (P08659 whole entry, looked up): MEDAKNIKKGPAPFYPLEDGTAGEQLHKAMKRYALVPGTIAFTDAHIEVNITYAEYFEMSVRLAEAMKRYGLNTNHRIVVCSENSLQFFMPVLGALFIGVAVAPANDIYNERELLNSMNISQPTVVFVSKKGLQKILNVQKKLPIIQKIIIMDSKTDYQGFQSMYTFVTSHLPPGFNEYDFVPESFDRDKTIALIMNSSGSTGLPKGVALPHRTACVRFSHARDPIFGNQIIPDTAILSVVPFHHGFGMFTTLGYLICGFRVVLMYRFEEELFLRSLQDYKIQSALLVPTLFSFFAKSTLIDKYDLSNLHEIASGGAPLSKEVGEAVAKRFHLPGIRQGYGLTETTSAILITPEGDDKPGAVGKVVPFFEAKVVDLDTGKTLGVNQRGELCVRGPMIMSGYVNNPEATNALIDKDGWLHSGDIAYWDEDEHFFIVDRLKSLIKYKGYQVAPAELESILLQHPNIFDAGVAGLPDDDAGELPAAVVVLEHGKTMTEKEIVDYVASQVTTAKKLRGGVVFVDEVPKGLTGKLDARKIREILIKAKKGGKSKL
#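 Purified P. pyralis luciferase, 10 nM final, with Km-level 10 uM D-luciferin and 10 uM ATP in 50 mM Tris acetate pH 7.5, 10 mM Mg acetate, 0.01% Tween-20, 0.05% BSA; 6-point qHTS titration about 60 µM downward; luminescence read.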
# Giardia kill: Small Molecules that selectively kill Giardia lamblia: qHTS | Giardia lamblia trophozoite viability | activity change, % at 7.66 µM, hits read low | hit rate 0.15% among 340,000 | AID 540267, 2011; in the data active = activity change below about -80%; inconclusive = between about -30% and that limit;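 note: parasites exposed to compound for two days anaerobically before the ATP read; % is set by controls: 0 for no effect and ±100 for the full control effect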
#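 Viability, read as ATP luminescence: trophozoites at 100 cells/well, compound added, 48 hrs anaerobic at 37 deg C, then 15-30 min room-temperature development before reading.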
# BRCA1 expr act: qHTS Assay to Identify Small Molecule Activators of BRCA1 Expression; Potency, µM (highest dose often 46.1 µM), without a hit: top-dose activation, most hits filed as activators; MCF7-BRCA1-FFLuc reporter, luminescence, 48 h; response scale: scaled: vehicle 0%, 10 µM genistein 100%; hit rate 1.1% among 380,000; note: potency is the fitted concentration of half-maximal effect; nearly all actives have a fitted effect of over 80% in size; some results filed as inactive show a strong effect at the top dose
#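 MCF7-BRCA1-FFLuc, 2000 cells/well; 2 h attach, 37 °C/5% CO2; compound 48 h; luciferase substrate 15 min; luminescence end-point. Norm. to genistein 10 microM max activation and DMSO; concentration-response curves fitted.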
# Menin MLL FP TR: qHTS Assay for Inhibitors Targeting the Menin-MLL Interaction in MLL Related Leukemias: Competition With Texas Red Labeled MLL-derived Mutant Peptide | Menin + Texas Red MLL mutant peptide, fluorescence polarization | Potency, µM (doses to about 61.6 µM), for inactives: at the top dose FP activity change, negative = inhibition, hits mostly inhibitors | hit rate 0.23% among 270,000; active = well fitted inhibition curve with a large enough effect in the polarisation, with a control signal flat, not every such curve was filed as active; inconclusive = small, poorly fitted or top-dose-only effect, or effect the other way, or a change in a side signal; inactive = no such curve, though single readings can be large or run the other way; the % refers to the polarisation; note: potency is the fitted concentration of half-maximal effect; % of control where 0% means no effect; many of its hits are not listed in these tables
# PKM2 act: qHTS Assay for Activators of Human Muscle isoform 2 Pyruvate Kinase | purified PKM2, Kinase-Glo ATP luminescence, activation; response scale: 0% is enzyme alone, no compound | Potency, µM (series often up to 57.5 µM), for the others: at the top dose activation, hits mostly activators | hit rate 0.34% among 260,000 | AID 1631, 2009; note: potency is the fitted concentration of half-maximal effect; % is set by controls: 0 for no effect and ±100 for the full control effect; nearly all actives have a fitted effect of over 55% in size
# Target sequence (P14618 whole entry, looked up, canonical isoform): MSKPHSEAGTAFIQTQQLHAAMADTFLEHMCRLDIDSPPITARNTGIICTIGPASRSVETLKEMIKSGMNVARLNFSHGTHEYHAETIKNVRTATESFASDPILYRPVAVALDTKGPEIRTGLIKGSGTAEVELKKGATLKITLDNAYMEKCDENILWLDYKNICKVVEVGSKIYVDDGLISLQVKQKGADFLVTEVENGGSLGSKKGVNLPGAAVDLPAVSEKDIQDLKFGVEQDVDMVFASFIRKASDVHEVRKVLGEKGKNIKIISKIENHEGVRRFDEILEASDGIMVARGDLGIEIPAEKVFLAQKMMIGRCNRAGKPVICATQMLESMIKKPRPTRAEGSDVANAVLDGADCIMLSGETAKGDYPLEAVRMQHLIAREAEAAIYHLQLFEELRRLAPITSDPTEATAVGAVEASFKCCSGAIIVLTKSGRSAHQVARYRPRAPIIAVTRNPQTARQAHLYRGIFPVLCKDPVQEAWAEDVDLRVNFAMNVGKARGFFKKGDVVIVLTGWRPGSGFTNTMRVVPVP
#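 ATP formation by purified human PK-M2, quantified via coupled luciferase luminescence after 1 h at room temperature with 0.1 mM ADP and 0.5 mM PEP final.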
# p53 reactivation: qHTS assay for re-activators of p53 using a Luc reporter; H1299 p53-A138V BP100-luciferase reporter, luminescence, 24 h; Potency, µM (titrated, usually from 92.2 µM), for the others: at the top dose activity change, positive = activation, hits mostly activators; hit rate 0.063% among 320,000; note: potency is the fitted concentration of half-maximal effect; % of control where 0% means no effect; nearly all actives have a fitted effect of over 45% in size
#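 H1299 (p53-null), stable ts p53-A138V + BP100-Luc; 1000 cells/well, Opti-MEM/10% FBS; cpd 4 pt, 1:5; 24 h, 37 deg C, 5% CO2; detection reagent 10 min RT; luminescence.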
# ELG1 genotox: qHTS screen for small molecules that induce genotoxicity in human embryonic kidney (HEK293T) cells expressing luciferase-tagged ELG1. HEK293T ELG1-luciferase reporter, luminescence, 16 h. Potency, µM (highest dose often 46 µM), inactives show at the highest dose activity change, positive = activation, usual class: activators. hit rate 1.3% among 330,000. AID 504466, 2011; note: potency is the fitted concentration of half-maximal effect; % of control where 0% means no effect; nearly all actives have a fitted effect of over 60% in size
#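 HEK293T cells expressing luciferase-tagged ELG1 were treated with compound or DMSO for 16 hr at 37°C. Luciferase activity was then read after 30 min with ONE-Glo at room temperature; rising signal flags genetic stress.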
# RORg inh: qHTS for inhibitors of ROR gamma transcriptional activity; Nuclear receptor ROR-gamma (Mus musculus), P51450; Drosophila S2 Gal4-RORgamma UAS-luciferase reporter, 20 h; Potency, µM (doses to about 53.6 µM), for the others: at the top dose activity change, negative = inhibition, most hits filed as inhibitors; hit rate 5.4% among 310,000; AID 2551, 2010; note: potency is the fitted concentration of half-maximal effect; % is set by controls: 0 for no effect and ±100 for the full control effect; nearly all actives have a fitted effect of over 60% in size
#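 Read-out: Photinus luciferase luminescence; inhibitors lower reporter signal. Insect Schneider cells with Gal4-ROR gamma fusion under metallothionein promoter, UAS reporter; 700 uM final copper sulfate induction, 20 hr, ambient temperature.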
# NPC1 prom act: qHTS Assay for NPC1 Promoter Activators; Huh7 NPC1 promoter luciferase reporter, 24 h; Potency, µM (doses to about 9.22 µM), for inactives: at the highest dose activation, hits mostly activators; hit rate 2.4% among 320,000;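 note: potency is the fitted concentration of half-maximal effect; % of control where 0% means no effect; nearly all actives have a fitted effect of over 60% in size; reporter is driven by a mutant NPC1 promoter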
#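 Huh7 cells stably carrying NPC1 promoter–luciferase, plated in Opti-MEM with 10% FBS for 2 h, were exposed to compound in DMSO for 24 h at 37 °C; luciferase reagent was added for 10 min and luminescence read.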
# * = called active by the depositor; ? = inconclusive; · = not tested or not shown; & = joins results of further samples; [ ] = dose if it differs, or a comment. Unless noted, calls come from the whole dose curve; as a rule, active = well fitted curve in the direction sought with a large enough effect; inconclusive = small, poorly fitted or top-dose-only effect, or another doubt; inactive = no such curve, though single readings can be large; an effect the other way counts as inactive or inconclusive. This is a subset; the hit share may differ from the screen's.
SMILES,VP16 counter,Rab9 promoter act,FLuc counter,Giardia kill,BRCA1 expr act,Menin MLL FP TR,PKM2 act,p53 reactivation,ELG1 genotox,RORg inh,NPC1 prom act
O=C(O)CC(c1ccccc1)n1cnnn1 (configuration not stated),0.0%,0.2%,0.6%,-10.1,-9.2%,9.3%,1.4%,-2.0%,-0.3%,6.7%,-0.3%
CC(=O)Nc1ccc(NS(=O)(=O)c2cc(Cl)sc2Cl)cc1,-16.3%,-3.7%,-2.4%,5.6,-15.7%,11.0%,·,0.1%,-0.5%,-7.1%,2.0%
Cc1ccc(CN2CCN(CC(=O)NCc3ccccc3)CC2)cc1,5.4%,3.3%,-2.6%,10.0,-2.8%,0.5%,0.0%,-14.5%,-6.8%,-7.0%,0.0%
Cc1cccc(Nc2sc(C(=O)c3cc4cc(Cl)ccc4o3)c(N)c2C#N)c1,-8.1%,-1.7%,2.2%,-3.6,0.8%,-0.9%,-4.7%,-0.1%,1.1%,-2.8%,-2.8%
COc1ccc(NC(=O)COC(=O)c2ccc(S(=O)(=O)N3CCCCCC3)cc2)c(OC)c1,·,9.4%,2.5%,13.2,9.9%,·,·,5.0%,3.0%,·,-0.4%
O=C(CSc1nnc2c(n1)[nH]c1ccccc12)NCc1ccco1,4.0%,15.3%,-14.3%,10.4,-25.3%,-15.9%,-5.0%,1.3%,-4.5%,5.2%,-1.4%
COc1ccc([C@@H]2[C@@H]3C(=O)N(C(C)(C)C)C(=O)[C@@H]3[C@]3(Cc4ccc(Cl)cc4)C(=O)N(c4cccc(Br)c4)C(=O)N23)cc1,-4.0%,-3.3%,-1.7%,-0.1,0.0%,?,-3.1%,·,-0.8%,30.9%,-6.4%
O=C(CCSc1nc(-c2ccco2)cc(C(F)(F)F)n1)NCCc1ccccc1,?,3.0%,?,11.8,42.1%,4.2%,-1.2%,9.1%,?,-1.1%,16.4%
COC(=O)c1ccc(CSC(=N)N)o1,1.1%,10.7%,-1.0%,-13.3,-16.5%,0.1%,1.9%,-10.4%,2.8%,-4.4%,-1.1%
O=C(NCCS(=O)(=O)N1CCCC1)c1ccccc1,·,-1.2%,0.9%,-0.6,5.6%,·,·,-0.5%,0.0%,·,5.0%
O=C(COc1ccccc1Cl)N1CCN(c2ccc([N+](=O)[O-])c(N3CCCCC3)c2)CC1,-13.7%,0.1%,1.4%,-11.5,-46.1%,-7.6%,-3.8%,0.1%,-3.4%,47.8%,0.1%
O=C(COc1ccc(Br)cc1)NCCNC(=O)c1ccncc1,4.7%,3.6%,2.8%,-14.8,-6.6%,14.4%,11.3%,-1.5%,-3.5%,-2.1%,-0.1%
CCc1ccccc1NC(=O)Cn1nnc(C(=O)NCc2cccc(OC)c2)c1N,3.8%,-7.0%,3.9%&2.3%,12.3,-21.1%,-4.4%,-6.9%[0.46 µM],9.2%,4.5%,-9.8%,-29.6%
O=C(Oc1ccc(N(C(=O)c2ccncc2)S(=O)(=O)c2ccc(F)cc2)cc1)c1ccncc1,0.2%,3.9%,0.5%,-6.5,1.0%,11.6%,-1.4%,-5.1%,-5.6%,21.5%,-2.6%
CCN(/N=C/c1ccccc1)c1cc(=O)n(C)c(=O)[nH]1,4.1%,-1.8%,-1.3%,-17.3,-26.4%,6.6%,?,3.2%,5.8%,-0.9%,0.1%
Cc1ccc(S(=O)(=O)N2CCN(C(=O)c3cc(=O)c4ccccc4o3)CC2)cc1,5.2%,-17.8%,-0.1%,9.7,2.2%,-6.7%,-11.6%,0.8%,-6.5%,?,-5.2%
Cc1cc(N(C(=O)c2ccco2)C(C(=O)NC2CCCCC2)c2ccccc2)ccc1-n1cnnn1 (configuration not stated),2.1%,2.6%,3.4%,-8.0,1.6%,-12.0%,-8.4%,0.0%,2.2%,37.3%,3.0%
COc1ccc(OCCN(C)CC(=O)Nc2ccccc2SC)cc1,-24.7%,-4.1%,2.5%,15.2,2.1%,?,-0.9%,-0.6%,-4.4%,1.1%,0.6%
COC(=O)CC(NC(=O)CN1CCN(c2ccc(F)cc2)CC1)c1cccc(F)c1 (configuration not stated),-6.2%,-3.8%,-1.4%,7.4,-1.0%,-17.4%,·,9.6%,-2.7%,3.1%,-4.9%
CCOC(=O)c1cc(C)nc(S(C)(=O)=O)c1C#N,?,10.5%,2.4%,17.0,-36.1%,·,1.6%,-13.5%,18.5%,8.91µM*,-0.9%
CCOc1ccc(-c2ncncc2-c2ccc(OC)c(OC)c2)c(O)c1,-13.6%,-8.1%,?,-3.4,7.8%,9.3%,·,2.0%,1.4%,-19.0%,-2.5%
CC(C)(C)c1ccc(S(=O)(=O)N2CCN(c3ccccn3)CC2)cc1,-1.9%,-3.6%,-1.1%,3.4,-32.8%,11.9%,0.1%,0.3%,1.7%,2.9%,2.0%
COc1ccc(CNC(=O)CN(C(=O)c2ccc(CN3CCOCC3)o2)C2CCCC2)cc1,11.0%,0.4%,?,6.9,-9.9%,1.0%,-0.5%,-7.4%,2.8%,?,-5.4%
CC1=C(C(=O)OCC2CCCO2)C(c2coc3ccc(C)cc3c2=O)C2=C(CCCC2=O)N1 (configuration not stated),-14.0%,0.8%,-5.4%,3.7,-17.2%,-11.6%,-8.2%,-2.2%,6.0%,1.7%,-4.0%
CCCNC(=O)C(Cc1cccc(C#N)c1)NC(=O)c1ccc(C#N)cc1 (configuration not stated),·,-7.6%,3.0%,?,-15.9%,·,·,-3.3%,4.0%,·,-1.4%
O=C(O)CCCc1nc2ccccc2s1,?,-1.2%,?,18.3,0.0%,11.0%,9.1%,8.3%,3.2%,?,-1.3%
COc1ccc(NC(=O)CCN2C(=O)/C(=C/c3ccc4c(c3)OCO4)SC2=S)cc1,-3.0%,14.6%,1.4%,-9.7,11.1%,·,-8.1%,3.1%,14.2%,-24.7%,-1.1%
CCc1cc(C(=O)N(CCCOC)c2c(N)n(Cc3ccccc3)c(=O)[nH]c2=O)sc1C,·,2.6%,4.2%,3.8,-14.8%,·,·,-2.8%,7.2%,·,-3.4%
CCN(CC)c1ccc2cc(-c3nc4ccccc4n3C)c(=O)oc2c1,2.1%,15.5%,1.9µM*,14.2,-19.1%,-8.3%[11.7 µM],-16.2%,?,?,1.4%,?
O=C(O)c1cc(S(=O)(=O)Nc2ccc3cn[nH]c3c2)ccc1Br,·,0.3%,-5.8%,-27.8,-36.4%,·,·,0.2%,0.3%,·,1.5%
O=C(CN1C(=O)c2ccc([N+](=O)[O-])cc2C1=O)NC1CCS(=O)(=O)C1 (configuration not stated),·,-0.5%,-0.5%,7.3,2.0%,·,·,5.7%,0.5%,·,-3.3%
O=[N+]([O-])c1cc(CN(CCO)CCO)ccc1O,3.1%,-4.5%,-1.1%,-30.0,0.0%,·,0.4%,7.5%,-1.0%,-3.2%,-2.6%
CC(=O)N1CCc2cc(S(=O)(=O)NC(C(=O)Nc3nc(C)cs3)C(C)C)ccc21 (configuration not stated),0.1%,-3.5%,4.2%,-6.1,-6.0%,25.9%,-1.2%,-2.0%,0.0%,-9.7%,-3.0%
CC1CCc2c(sc(NC(=O)/C=C/c3cccs3)c2C(=O)O)C1 (configuration not stated),·,12.1%,?,1.3,-0.2%,?,4.7%,·,-13.3%,·,1.3%
COc1ccc(-c2c(C)nc3c(-c4ccc(F)cc4)cnn3c2N)cc1,-2.1%,0.447µM*,0.849µM*,15.7,?,?,·,25.8%,?,0.0%,0.501µM*
CC1(C)NC(=O)N(CC(=O)N2CCN(S(=O)(=O)c3cc(Cl)ccc3Cl)CC2)C1=O,·,-7.0%,-1.3%,10.0,7.8%,·,·,14.1%,3.4%,·,-0.1%
CC(C)COc1nc2ccccc2nc1N1CCN(C)CC1,-5.7%,3.4%,0.6%,5.5,-4.4%,?,·,0.1%,-2.8%,5.2%,-2.7%
